EWS-Fli inh – EWS/Fli-driven NR0B1 reporter inhibitors, primary screen, A673 cells, NR0B1 luciferase, luminescence, MLPCN library | hit rate 0.67% among 350,000 | inhibition, % at 12.6 µM | viability-normalised;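 active means mean inhibition of at least 50% after viability correction, with every replicate also passing that limit; inconclusive means mean reaches 50% but only one of two replicates passes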;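 further: firefly luciferase signal divided by Alamar Blue viability fluorescence both relative to DMSO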
PAX8 inh HTS – inhibitors of PAX8-driven TPO luciferase reporter, primary screen, RMG-I cells, single concentration; SteadyGlo, 24 h; inhibition, % at 12.6 µM; hit rate 1.2% among 360,000;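 active means mean replicate inhibition at least 60% with every replicate also reaching 60%; inconclusive means only one of the two criteria is met; inactive means mean below 60% and not all replicates reaching 60%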;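 further: luciferase light reporting Pax8 driven TPO promoter activity; plate controls were median of neutral control wells for no effect and mitoxantrone controls for full effect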
ARNT TACC3 PPI – disruptors of ARNT/TACC3 protein interaction, primary screen, biochemical, AlphaScreen, single concentration; Transforming acidic coiled-coil-containing protein 3 (Homo sapiens), Q9Y6A5; AID 623870, 2012; hit rate 0.66% among 390,000; AlphaScreen His-ARNT PAS-B/GST-TACC3 binding, luminescence; TACC3 fragment carries E629A point mutation; inhibition, % at 9.99 µM;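 active means mean inhibition of replicates at least 50% and at least half of replicates each reaching 50%; inconclusive means half or more replicates reach 50% but mean below 50%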;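 further: 0% = complete ARNT plus TACC3 wells and 100% = ARNT alone without TACC3; many hits fall short of the cut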
SIRT5 block – SIRT5 desuccinylase inhibitors, primary screen, biochemical, fluorescence imaging, single point, set 5 | NAD-dependent protein deacylase sirtuin-5, mitochondrial (Homo sapiens), Q9NXA8 | Purified SirT5, succinyl-peptide AMC, trypsin-coupled fluorescence | inhibition, % at 15 µM | hit rate 1.1% among 330,000 | AID 652115, 2013; in the data active means inhibition above about 15%; inconclusive means no clear call, values can overlap the other calls
Target sequence (Q9NXA8 whole entry, looked up): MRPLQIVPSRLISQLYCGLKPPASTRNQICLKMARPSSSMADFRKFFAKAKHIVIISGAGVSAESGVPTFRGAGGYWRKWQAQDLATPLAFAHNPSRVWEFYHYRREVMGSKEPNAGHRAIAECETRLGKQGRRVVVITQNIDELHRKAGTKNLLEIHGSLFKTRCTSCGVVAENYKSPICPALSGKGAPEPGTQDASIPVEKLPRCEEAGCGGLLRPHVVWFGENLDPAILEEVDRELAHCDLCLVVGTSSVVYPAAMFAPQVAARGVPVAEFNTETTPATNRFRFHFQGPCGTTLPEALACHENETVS
LGR2 antag – inhibitors of bursicon-induced LGR2 CRE-luciferase signal, primary screen, cell-based, HEK293, CRE-luciferase reporter, bursicon stimulation. Drosophila bursicon receptor LGR2 (rickets). bursicon-stimulated, 4 h. inhibition, % at 9.99 µM. hit rate 0.35% among 380,000. AID 720647, 2013;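 active means drop in luminescence signal, shown as inhibition above about 50% in the replicate tests, limit read from the data, passing the limit was not always enough; inconclusive means probably only some replicates passing the limit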;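 further: agonist challenge used bursicon conditioned medium at about half maximal strength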
DENV2 CPE – inhibitors of DENV2 cytopathic effect, primary screen, cell-based, plate reader, single concentration; DENV2-infected cells, cytopathic effect rescue; CPE inhibition, % at 9.99 µM; hit rate 1.7% among 350,000; AID 651640, 2012; in the data active means CPE inhibition above about 20%, passing the limit was not always enough; inconclusive means no clear call, values can overlap the other calls; tested in BHK-21 cells;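 further: 0% = median of neutral control wells and 100% = median of positive control wells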
CASP6 VEID inh – human caspase-6 inhibitors, primary screen, biochemical, VEID-R110 fluorescence, single point, set 2 | purified caspase-6, Z-VEID-R110 cleavage fluorescence | inhibition, % at 12.5 µM | hit rate 0.53% among 350,000 | AID 686996, 2013;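 active means mean inhibition across replicates at least about 35%, with every replicate also reaching that limit, limit read from the data; inconclusive means only one of the two criteria met; inactive means neither criterion met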;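 further: 0% = median of neutral control wells and 100% = no fluorescence left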
Target sequence (P55212 24-179 limits assumed): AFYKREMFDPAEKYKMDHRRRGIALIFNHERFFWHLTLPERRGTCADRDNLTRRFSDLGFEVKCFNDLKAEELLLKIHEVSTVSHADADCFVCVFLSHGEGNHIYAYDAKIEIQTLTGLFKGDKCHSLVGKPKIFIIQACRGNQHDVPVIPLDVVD
Target sequence (P55212 194-293 limits assumed): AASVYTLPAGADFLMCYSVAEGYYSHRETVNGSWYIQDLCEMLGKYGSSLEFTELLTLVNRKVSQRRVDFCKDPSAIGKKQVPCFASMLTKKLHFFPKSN
An asterisk follows results filed as active; ? = inconclusive; . = not tested or not shown; & = joins results of further samples.

smiles | EWS-Fli inh | PAX8 inh HTS | ARNT TACC3 PPI | SIRT5 block | LGR2 antag | DENV2 CPE | CASP6 VEID inh
N#Cc1ccc(CNc2cnccn2)cc1 | 7 | . | 1 | -10 | -14 | 10 | 0
CC1CCCCN1Cc1c(O)ccc2c(=O)c(-c3ccc(Cl)cc3)coc12 (stereo unspecified) | -47 | -67 | -9 | -5 | -24 | 2 | 0
CCOC(=O)C1CCCN(C(=O)c2ccc(-c3ccccc3Cl)o2)C1 (stereo unspecified) | -22 | -123 | 0 | 2 | -43 | 0 | -56
O=C(c1cc([N+](=O)[O-])ccc1N1CCCCC1)N1CCCC1 | 8 | 6 | -2 | 0 | 5 | . | -2
Cc1ccccc1NC(=S)NNC(=O)c1cccnc1 | . | 0 | 0 | . | 7 | . | .
Cc1ccccc1CC(=O)N1CCCC1 | -6 | -18 | 2 | 0 | 10 | -2 | 0
N#C/C(=C\c1cn[nH]c1-c1ccccc1Br)C(=O)O | 2 | -2 | -12 | 12 | -11 | . | 2
CCOC(=O)CSc1nnc(NC(=O)c2ccc3c(c2)OCO3)s1 | 43 | 14 | -12 | -5 | 24 | 2 | -2
CCO[C@H]1OC(C(=O)N2CCN(Cc3ccc4c(c3)OCO4)CC2)=C[C@@H](c2ccccc2)[C@@H]1CCCO | -7 | -4 | -3 | -5 | -18 | -1 | 2
CCCc1cc(=O)oc2cc(OC(C)C(=O)NC3CC(C)(C)NC(C)(C)C3)ccc12 (stereo unspecified) | . | -14 | 1 | 0 | 10 | -1 | -1
O=C(CN1C(=O)C2(OCCO2)c2cc(Br)ccc21)NO | 4 | -5 | 7 | 0 | -6 | 2 | -1
C[C@H](CO)N1C[C@H](C)[C@@H](CN(C)C(=O)Nc2cccc3ccccc23)Oc2c(NC(=O)c3cnccn3)cccc2C1=O | 3 | 2 | -2 | -6 | -3 | -7 | 12

smiles | EWS-Fli inh | PAX8 inh HTS | ARNT TACC3 PPI | SIRT5 block | LGR2 antag | DENV2 CPE | CASP6 VEID inh
O=C(NCc1ccccc1)C1=C[C@H](c2csc3ccccc23)C[C@H](OCc2ccc(CO)cc2)O1 | 22&48 | 2&58 | 5&0 | 2 | 16 | -2&-8 | -1
CC(C)NC(=O)N(C)C[C@@H]1OCCCC[C@H](C)Oc2ccc(NC(=O)NC3CCCCC3)cc2C(=O)N([C@@H](C)CO)C[C@H]1C | 0 | 13 | . | . | -13 | . | .
O=C(CS(=O)(=O)c1ccccc1)N1CCc2ccccc21 | 25 | -104 | -3 | -2 | -42 | -3 | 12
COc1ccccc1N1CCN(CC(=O)N2N=CCC2c2ccccc2)CC1 (stereo unspecified) | -10 | 13 | -4 | -1 | 8 | 1 | -2
COc1ccccc1-c1cccc([C@@H]2C[C@H]3[C@H](CON3C)CN2C(=O)C(C)(C)C)c1 | -2 | 9 | 1 | 3 | -17 | 14 | -2
Cc1ccc(C(=O)CC2(O)C(=O)N(C)c3ccccc32)s1 (stereo unspecified) | 22 | -3 | -16 | -6 | 0 | -2 | 0
COc1nccnc1NS(=O)(=O)c1ccc(NC(=O)c2cccc(C)c2)cc1 | 1 | -4 | 1 | -1 | 3 | . | 2
Cc1ccccc1-c1cnc2c(c1)C(=O)N([C@@H](C)CO)C[C@@H](C)[C@@H](CN(C)Cc1cncnc1)O2 | 0 | -10 | 1 | -6 | -8 | 19 | .
CCOC(=O)CSc1nnc(C)c(C)n1 | -1 | -16 | -5 | . | -3 | . | .
COc1ccc(-c2nc3c(C)cc(Br)cn3c2Cc2cccc(F)c2)cc1OC | -4 | 14 | . | -2 | -8 | 89* | 0
COc1cc2ccccc2cc1C(=O)NC1CCCC1 | -71 | -107 | 0 | -2 | -73 | -4 | 1
Cc1ccc(CNC(=O)C2CCC(=O)N2C(C)C)cc1 (stereo unspecified) | -4 | -3 | 3 | -6 | 9 | 4 | -1

smiles | EWS-Fli inh | PAX8 inh HTS | ARNT TACC3 PPI | SIRT5 block | LGR2 antag | DENV2 CPE | CASP6 VEID inh
CN1OC[C@@H]2CN(C(=O)Nc3ccccc3)[C@H](c3ccc(N4CCCCC4)cc3)C[C@@H]21 | 2 | -25 | . | -5 | -8 | 0 | -5
CC=Cc1ccc2n(c1=O)C[C@H]1[C@H](CO)[C@@H](C(=O)N[C@@H](C)c3ccccc3)N(C)[C@@H]21 (mixture of isomers) | -8 | 3 | 1 | -2 | -6 | ? | -1
CCc1ccc2c(COC(=O)C3CC(=O)N(CCc4ccccc4)C3)cc(=O)oc2c1 (stereo unspecified) | -2 | -14 | 0 | 0 | 7 | 1 | 5
COC(=O)C[C@@H]1CC[C@@H]2[C@@H](COc3ccc(NC(=O)C4CC4)cc3C(=O)N2C)O1 | -3 | -12 | -1 | -4 | -5 | -4 | 1
C[C@@H](NC(=O)C[C@@H]1C=C[C@@H](NC(=O)Cc2ccccn2)[C@H](CO)O1)c1ccccc1 | . | . | -1 | 4 | 7 | -3 | -3
Cc1noc(C)c1C(=O)N1CCCC(C(=O)c2cccc(OC(C)C)c2)C1 (stereo unspecified) | 1 | 11 | -17 | 0 | -2 | -2 | .
NNc1nc(-c2ccccc2)c2ccccc2n1 | -3 | 0 | 25 | -6 | 3 | . | -2
CC(C)CC#Cc1cnc2c(c1)C(=O)N([C@H](C)CO)C[C@@H](C)[C@H](CN(C)C(=O)CN1CCOCC1)O2 | -5 | . | -9 | -12 | 8 | -6 | -1
Fc1ccc(Nc2ccnc(Nc3ccc(F)cc3)n2)cc1 | -60 | -14 | -3 | 2 | -53 | -2 | -1
CC(=O)Nc1sc2c(c1C(c1cccc(Cl)c1)N1CCN(CCO)CC1)CCCC2 (stereo unspecified) | 6 | 12 | 8 | -2 | 8 | 5 | -2
C[C@@H]1CCC[C@@]2(O[C@H](CCO)C[C@H](O)[C@H]2O)O1 | 1 | -20 | 18 | . | 0 | -15 | 1
CN1C(=O)c2cc(NC(=O)c3ccccc3)ccc2OC[C@H]2O[C@H](CC(=O)O)CC[C@H]21 | -10 | 1 | -5 | -3 | 9 | ? | 2

smiles | EWS-Fli inh | PAX8 inh HTS | ARNT TACC3 PPI | SIRT5 block | LGR2 antag | DENV2 CPE | CASP6 VEID inh
C[C@@H]1CCCCO[C@@H](CN(C)C(=O)Nc2ccc(C(F)(F)F)cc2)[C@H](C)CN([C@H](C)CO)C(=O)c2cc(NC(=O)Cc3ccccc3)ccc2O1 | -1 | -12 | -7 | . | 29 | 91* | .
O=C(C(=Cc1ccc(O)cc1)c1ccccc1)c1ccccc1 | 7 | -8 | . | . | -11 | 2 | 1
COc1ccc(OC)c(/C=C/C(=O)OCC(=O)Nc2cccc(Oc3ccccc3)c2)c1 | 45 | 1 | -3 | -2 | 0 | -4 | 0
C[C@H](CO)N1C[C@H](C)[C@H](CN(C)C)Oc2ccc(NC(=O)CCN3CCOCC3)cc2C1=O | 3 | 5 | -3 | -5 | 4 | ? | 0
CC(Sc1ccc(S(=O)(=O)N2CCOCC2)cc1[N+](=O)[O-])C(=O)O (stereo unspecified) | . | 0 | -2 | . | -8 | . | .
C[C@@H]1CN([C@H](C)CO)C(=O)c2cc(NC(=O)c3ccncc3)ccc2O[C@@H](C)CCCCO[C@@H]1CN(C)C(=O)Nc1cccc2ccccc12 | 7 | . | . | 4 | -7 | 3 | 1
Cc1c(C(=O)N(CC(C)C)c2c(N)n(Cc3ccccc3)c(=O)[nH]c2=O)sc2nc3n(c(=O)c12)CCC3 | 1 | 6 | -4 | -2 | -3 | 10 | 1
O=C(Nc1ccccc1N1CCCCC1)c1cc(S(=O)(=O)N2CCOCC2)ccc1F | 11 | 29 | -1 | -3 | 23 | -6 | 3
Cc1cc(C)c(S(=O)(=O)c2cccc(Cl)c2)c(Cl)n1 | 6 | 6 | 13 | -3 | -27 | -2 | -6
CCOC(=O)c1ccc(N=c2sc(C(=O)OC)cc(=O)n2Cc2ccc3c(c2)OCO3)cc1 | 3 | 15 | . | -3 | 21 | 8 | 2
COC(=O)C[C@@H]1C[C@H]2c3cc(NC(=O)Nc4ccc(F)cc4)ccc3O[C@H]2[C@H](CO)O1 | -3 | -9 | 6 | . | 24 | -5 | .
O=C(CSc1nc2ccc([N+](=O)[O-])cc2s1)NCC1CCCO1 (stereo unspecified) | 0 | -3 | 0 | -1 | -3 | 0 | 2

smiles | EWS-Fli inh | PAX8 inh HTS | ARNT TACC3 PPI | SIRT5 block | LGR2 antag | DENV2 CPE | CASP6 VEID inh
Cc1ccc(S(=O)(=O)N(CCCO)CC(O)CON=C2c3ccccc3-c3ccccc32)cc1 (stereo unspecified) | -11 | 12 | -1 | 0 | . | ? | 0
CCOC(=O)C1(CCCc2ccccc2)CCN(Cc2cnn(C)c2)CC1 | 15 | 9 | -4 | -4 | . | -1 | -2
C[C@H]1CN([C@@H](C)CO)C(=O)c2ccccc2-c2ccccc2CO[C@@H]1CN(C)C(=O)Nc1ccccc1 | -8 | . | 5 | 2 | -4 | 4 | 2
CCOc1ccc(C2CC(c3cccc(OC)c3)Nc3ncnn32)cc1 (stereo unspecified) | -8 | -17 | -3 | 2 | 2 | -2 | 0
O=C(C[C@@H]1CC[C@@H]2NC[C@H](O)COC[C@H]2O1)NC1Cc2ccccc2C1 | -7 | -11 | 3 | -2 | -10 | -4 | -1
O=C(C(Sc1ccccc1)c1ccc(Br)cc1)N1CCOCC1 (stereo unspecified) | 1 | 15 | -10 | -3 | 23 | -3 | 1
O=C1CCCn2cc(nn2)COC[C@H](Cc2ccccc2)N1 | -10 | -19 | . | 2 | 4 | 16 | -1
COc1ccc(C#Cc2ccc([C@H]3[C@H]4CN(C(=O)c5ccncc5)CCCCN4[C@H]3CO)cc2)cc1 | -14 | -4 | 6 | 3 | 10 | 1 | -1
O=C(NCCCN1CCCC1=O)c1ccc(S(=O)(=O)Nc2ccccc2)cc1 | 2 | -8 | . | -3 | 8 | 6 | 5
COc1ccc(NC(=O)N(C)C[C@H]2Oc3c(NS(=O)(=O)c4cn(C)cn4)cccc3C(=O)N([C@@H](C)CO)C[C@@H]2C)cc1 | 3 | . | 1 | 3 | -35 | 26* | -1
COc1cccc(S(=O)(=O)N2CCC3(CC2)CN[C@@H](CO)c2c3c3ccc(OC)cc3n2C)c1 | 10 | . | . | -4 | 4 | 2 | 1
COc1cc(-c2nc3ccccn3c2/N=C/c2ccc(F)cc2)ccc1O | -32 | -37 | 4 | 8 | 20 | . | 0

Record cards (already shown). Screens in order: EWS-Fli inh	PAX8 inh HTS	ARNT TACC3 PPI	SIRT5 block	LGR2 antag	DENV2 CPE	CASP6 VEID inh
Profile of `O=C(C[C@@H]1CC[C@@H]2NC[C@H](O)COC[C@H]2O1)NC1Cc2ccccc2C1` : -7	-11	3	-2	-10	-4	-1
Profile of `COc1ccc(C#Cc2ccc([C@H]3[C@H]4CN(C(=O)c5ccncc5)CCCCN4[C@H]3CO)cc2)cc1` : -14	-4	6	3	10	1	-1

Carrying on:
smiles | EWS-Fli inh | PAX8 inh HTS | ARNT TACC3 PPI | SIRT5 block | LGR2 antag | DENV2 CPE | CASP6 VEID inh
O=C(NCc1ccccc1)c1cc(C2CCCCN2C(=O)c2cccs2)on1 (stereo unspecified) | 2 | 11 | . | 1 | -22 | 5 | 1
CCOC(=O)C1(CCCc2ccccc2)CCN(Cc2nccn2CC)CC1 | 25 | 6 | . | -2 | 9 | . | -2
CCCCNC(=O)CCC(=O)Nc1ccc2nc(N3CCN(C)CC3)cc(C)c2c1 | -6 | 11 | 1 | -6 | -8 | -1 | -2
CCC(=O)NNc1nc2c(F)cc(F)cc2s1 | 8 | -4 | 1 | 4 | -5 | 0 | -2
O=C(COC(=O)C1CC2CCCC(C1)C2=O)NC1CCCCC1 (stereo unspecified) | -11 | -2 | 2 | 3 | 3 | -1 | 2
CCOc1ccccc1NC(=O)c1nnn(-c2ccc3c(c2)OCCO3)c1N | -31 | 4 | -1 | 3 | -27 | -1 | -2
